DNMT1 inh – blocks human DNA methyltransferase DNMT1. DNMT1 molecular beacon, Hinp1I cleavage, fluorescence. inhibition (reported as % activation of signal), % at 10 µM. 0.83% of 360,000 active. AID 588458; in the data active = inhibition above about 50%
CSN deneddyl inh – blocks human CSN-mediated cullin deneddylation | Purified CSN, SCF-Nedd8-OG deneddylation, fluorescence polarization | inhibition, % at 12.5 µM | 0.38% of 360,000 active | AID 651999;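 active = pattern-corrected inhibition above about 35%, with an unprinted fluorescence ratio check between 0.5 and 1.5, limit read from the data, passing the limit was not always enough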;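 note: 0% = enzyme with substrate and 100% = substrate without enzyme; some results filed as inactive read as strong as hits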
Target sequence (Q92905 whole entry, looked up, one chain of several): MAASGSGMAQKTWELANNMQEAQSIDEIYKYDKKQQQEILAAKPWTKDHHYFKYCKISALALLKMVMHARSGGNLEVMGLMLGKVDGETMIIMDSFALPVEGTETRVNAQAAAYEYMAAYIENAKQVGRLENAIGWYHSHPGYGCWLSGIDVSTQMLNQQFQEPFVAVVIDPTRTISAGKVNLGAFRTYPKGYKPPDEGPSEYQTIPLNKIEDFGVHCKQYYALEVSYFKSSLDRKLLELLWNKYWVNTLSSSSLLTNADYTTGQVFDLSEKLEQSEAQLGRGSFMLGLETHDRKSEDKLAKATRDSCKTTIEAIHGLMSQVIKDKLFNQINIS
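assay system = purified human Csn5 enzyme expressed in HEK293T cells | amount = 0.24 nM enzyme | buffer or medium = Tris/NaCl/DTT buffer, pH 7.5 | reagent = 10 nM SCFSkp2-Nedd8OG | compound = one concentration, 12.5 µM, 0.25% DMSO | times = 90 min reaction at room temperature | signal = FP | read-out basis = % inhibition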
SUMO1-SIM PPI – alters human SUMO1 binding to SIM partners; P63165; SUMO1 binding to a labelled peptide, TR-FRET, 1 h; inhibition, % at 20 µM; 0.33% of 360,000 active; in the data active = inhibition above about 37%
STEP inh – blocks human striatal-enriched tyrosine phosphatase; P54829; recombinant STEP, OMFP fluorogenic substrate, fluorescence; inhibition, % at 20 µM; 0.25% of 360,000 active; AID 588621;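 active = inhibition at 20 µM, scaled per plate between control wells, above about 37%, limit read from the data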;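 note: 0% = DMSO with enzyme and substrate and 100% = substrate only without enzyme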
Target sequence (P54829 whole entry, looked up): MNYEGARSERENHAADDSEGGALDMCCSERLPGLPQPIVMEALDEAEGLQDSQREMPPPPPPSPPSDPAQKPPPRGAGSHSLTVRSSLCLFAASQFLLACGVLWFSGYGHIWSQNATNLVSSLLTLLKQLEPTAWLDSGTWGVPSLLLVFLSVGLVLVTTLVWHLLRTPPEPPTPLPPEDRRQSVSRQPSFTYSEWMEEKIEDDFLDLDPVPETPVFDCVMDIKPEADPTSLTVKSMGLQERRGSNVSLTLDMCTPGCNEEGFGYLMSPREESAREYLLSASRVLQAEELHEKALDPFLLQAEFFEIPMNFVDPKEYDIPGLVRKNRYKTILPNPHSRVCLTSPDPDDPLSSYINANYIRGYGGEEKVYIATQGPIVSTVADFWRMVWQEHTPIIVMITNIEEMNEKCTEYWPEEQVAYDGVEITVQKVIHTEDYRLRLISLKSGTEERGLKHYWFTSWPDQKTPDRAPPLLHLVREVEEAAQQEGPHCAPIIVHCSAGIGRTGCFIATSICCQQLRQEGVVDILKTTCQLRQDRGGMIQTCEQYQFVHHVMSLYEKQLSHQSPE
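Also added – OMFP at 25 µM · Test system – STEP tyrosine phosphatase · Technique – FITC-channel fluorescence of OMFP product · Schedule – 20 min at room temperature, dark · Evaluation – control-normalized % inhibition with plate pattern correction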
Rpn11 block – blocks the human proteasome subunit Rpn11. O00487. human 26S proteasome, Ub4-pepOG fluorescence polarization; 20S core pre-blocked with epoxomicin. calls only at 20 µM. 0.59% of 360,000 active;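 active = inhibition at 20 µM, scaled to each plate's controls, above about 33%, limit read from the data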
LMPTP block – LMPTP (human) inhibition; inhibition, % at 20 µM; P24666; 0.22% of 360,000 active; recombinant LMPTP-A, OMFP fluorogenic substrate, fluorescence intensity;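 active = compounds that cut the enzyme signal by at least half of the control window in the single-dose screen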;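 note: plate controls were DMSO wells with enzyme plus substrate for no effect and substrate without enzyme for full effect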
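test system = LMPTP-A | amount = 0.625 nM LMPTP-A final | reagent = fluorogenic phosphatase substrate OMFP at 400 µM final | incubation = 50 min at room temperature | benchmarks = no-enzyme low control, uninhibited high control | medium = Bis-Tris pH 6.0, DTT, detergent | signal = fluorescence intensity of OMFP turnover product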
NadD block – blocks S. aureus nicotinate mononucleotide adenylyltransferase | 0.78% of 360,000 active | inhibition, % at 20 µM | purified NadD enzyme, colorimetric absorbance read-out; in the data active = inhibition above about 26%; note: some compounds past the cut are filed as inactive
Scp-1 inhibitor – Scp-1 (human) phosphatase inhibition; Q9GZU7; Recombinant Scp1, phosphopeptide, malachite green phosphate absorbance; inhibition, % at 20 µM; 0.88% of 340,000 active; AID 493091;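 active = inhibition above about 50% at 20 µM, limit read from the data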;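 note: plate controls were DMSO wells with enzyme for no effect and wells lacking enzyme for full effect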
Target sequence (Q9GZU7 76-261 limits assumed): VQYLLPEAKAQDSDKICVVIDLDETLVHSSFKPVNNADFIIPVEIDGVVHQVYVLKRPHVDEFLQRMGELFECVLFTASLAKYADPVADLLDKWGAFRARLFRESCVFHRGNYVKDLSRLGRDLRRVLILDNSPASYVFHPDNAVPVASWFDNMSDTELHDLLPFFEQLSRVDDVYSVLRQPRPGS
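Times: enzyme reaction 45 min at room temperature, colour 5 min, stabilisation 30 min. Material: SCP-1 catalytic fragment, aa 76-261. Medium: Acidic Tris acetate buffer with magnesium and detergent. Signal: colorimetric free-phosphate detection, absorbance 630 nm. Read-out basis: % inhibition of SCP-1 phosphate liberation. Reagent: Phosphorylated 17-residue peptide substrate.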
Tb MetRS inh – blocks T. brucei methionyl-tRNA synthetase activity; purified T. brucei MetRS, ATP depletion, Kinase-Glo luminescence; inhibition, % at 11.9 µM; 0.4% of 360,000 active;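 active = inhibition above a per-plate cutoff of the control wells' mean inhibition plus 3 SD, cut at about 5.5% in these data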;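 note: 0% = DMSO wells median and 100% = median of wells with control inhibitor compound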
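assay system = parasite MetRS enzyme | timing = 15 min preincubation, 2 h reaction, all 25 °C | evaluation = percent inhibition relative to median high and low control wells | medium = HEPES buffer containing pyrophosphatase, BSA, spermine, DTT | compound = single dose, 11.9 µM final nominal, 0.9% final DMSO | detection = Kinase-Glo luminescence, ATP depletion format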
MsrA inh – inhibitors of bovine MsrA | purified bovine MsrA, absorbance read-out | inhibition, % at 15.5 µM | 0.75% of 360,000 active; in the data active = inhibition above about 4.5%;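 note: 0% = vehicle wells with enzyme and 100% = reference inhibitor wells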
* hit, by the source's call; i = inactive; . = no result given; + = active, no number.

SMILES	DNMT1 inh	CSN deneddyl inh	SUMO1-SIM PPI	STEP inh	Rpn11 block	LMPTP block	NadD block	Scp-1 inhibitor	Tb MetRS inh	MsrA inh
OC(COC1CCCCC1)CN1CCN(c2ccccc2)CC1 (stereo not drawn)	3	2	-2	6	i	-1.6	2	-5	-0.7	1.5
CCOc1ccccc1NC(=O)C1CCCCN1S(=O)(=O)c1ccc(F)cc1 (stereo not drawn)	-7	8	3	-1	i	-0.5	-4	-14	-0.7	-1.2
Cc1ccc(S(=O)(=O)N2CCN(C(=O)CN3CCCSc4ccccc43)CC2)cc1	-4	2	8	-3	i	0.4	-1	2	-0.3	-0.2
Cc1ccc(CNC(=O)CSCc2ccc(F)cc2)cc1	2	-8	3	0	i	0.5	-3	-7	-0.2	-1.0
Cc1ccc(OCC(=O)NCCN2CCOCC2)cc1C	1	-1	0	-4	i	-2.2	-6	-13	-0.5	0.2
CCC(=O)NC(=S)Nc1cccc(-c2nc3ncccc3o2)c1	4	-7	2	0	i	-1.0	-6	-7	-0.3	-0.4
COc1ccc(NC(=O)N2CCCC(c3nc(-c4ccc(C(C)C)cc4)no3)C2)cc1 (stereo not drawn)	-2	-4	1	3	i	4.1	-4	-4	0.3	0.8
COc1ccc(-c2cc3ccccc3n2CC(O)CN2CCCCC2)cc1 (stereo not drawn)	-2	3	2	-1	i	-1.1	-14	2	-0.3	0.3
O=C(NN=Cc1ccc(O)cc1O)c1ccccc1NS(=O)(=O)c1cccs1	1	-5	5	-2	i	-0.6	-4	-7	-0.1	3.0
Cc1ccc(OCCn2cnc3ccccc3c2=O)c([N+](=O)[O-])c1	3	-1	-5	-1	i	-1.1	-7	6	-1.0	0.7
Cn1c(C(=O)NCCN2CCOCC2)cc2sccc21	16	1	-1	0	i	-0.9	2	-1	-1.6	0.1
CCn1cc(C(=O)N[C@@H](CC(C)C)C(=O)NCCCn2ccnc2)c(=O)c2cc3c(cc21)OCO3	2	0	-1	-2	i	0.7	-5	-7	-0.5	0.8
COc1cc(/C=C2\SC(=S)N(CC(=O)NC3=NCCS3)C2=O)cc(OC)c1OC	-12	9	-7	0	i	-0.8	6	-3	-1.0	-0.5
Cc1c(N/C=C(\Cl)C(=O)C(F)(F)F)c(=O)n(-c2ccccc2)n1C	-5	0	2	0	i	-1.9	1	-3	-1.1	0.1
COc1ccc2nc(NNC(=O)c3cc(=O)c4ccccc4o3)sc2c1	-8	10	-24	10	i	10	26	-12	-0.2	2.3
Cc1ccc(NNC(=O)c2ccno2)cc1C	0	4	2	4	i	0.5	-5	0	-0.5	0.6
CSc1ccccc1C(=O)Nc1cccc(C(C)=O)c1	-1	-4	1	3	i	-1.8	10	-4	-1.0	0.4
CCCC(=O)Nc1ccc(C(=O)/C=C/c2ccc(SC)cc2)cc1	-2	3	-4	0	i	3.2	21	-14	-0.3	0.0
Cc1ccc(NC(=O)CC2C(=O)NC3CCCCC3N2C(=O)c2ccc(F)cc2)cc1C (stereo not drawn)	1	3	4	-4	i	-1.6	-4	-2	-1.6	-0.2
COc1cccc(CN2CCNC(=O)C2CC(=O)NCc2cn3ccc(C)cc3n2)c1OC (stereo not drawn)	4	-5	0	-1	i	4.3	-1	-7	-1.1	2.8

2 compounds drawn at random from those above:
SMILES	DNMT1 inh	CSN deneddyl inh	SUMO1-SIM PPI	STEP inh	Rpn11 block	LMPTP block	NadD block	Scp-1 inhibitor	Tb MetRS inh	MsrA inh
Cc1ccc(OCC(=O)NCCN2CCOCC2)cc1C	1	-1	0	-4	i	-2.2	-6	-13	-0.5	0.2
COc1ccc(-c2cc3ccccc3n2CC(O)CN2CCCCC2)cc1 (stereo not drawn)	-2	3	2	-1	i	-1.1	-14	2	-0.3	0.3

(continued)
SMILES	DNMT1 inh	CSN deneddyl inh	SUMO1-SIM PPI	STEP inh	Rpn11 block	LMPTP block	NadD block	Scp-1 inhibitor	Tb MetRS inh	MsrA inh
CCNC(=S)NNc1nncc2ccccc12	-1	-4	-2	3	i	-2.0	-1	1	-0.7	1.2
COc1cc(C(=O)N2CCSCC2)ccc1OC1CCN(C(C)=O)CC1	4	0	-1	-2	i	0.6	2	-4	-0.5	0.1
CCOc1ccc(NC(=S)N2CCCN(Cc3cccc(Cl)c3)C2)cc1	0	-2	-1	-2	i	-0.1	-2	-10	0.9	0.2
CS(=O)(=O)N1CCCC(C(=O)NCCN2CCC(Cc3ccccc3)CC2)C1 (stereo not drawn)	1	1	1	1	i	-1.6	-6	-6	-0.1	0.5
CCOC(=O)c1c(-c2ccc(F)cc2)csc1NC(=O)CN1C(=O)NC2(CCCCC2C)C1=O (stereo not drawn)	-6	2	3	4	i	1.3	18	-10	0.3	-0.9
COc1ccccc1CNC(=O)CN(c1ccc(C)cc1)S(=O)(=O)c1c(C)n[nH]c1C	4	0	-2	-2	i	-1.1	6	5	-0.6	-1.6
O=C1CCC([N+](=O)[O-])C(c2ccc(Cl)cc2)N1 (stereo not drawn)	0	3	3	1	i	0.2	-2	-5	0.3	-0.1
C=CCc1ccccc1OCC(O)CN1CCN(c2ccc(C)cc2)CC1 (stereo not drawn)	-1	0	-2	-2	i	0.7	-13	-7	-0.4	-0.2
O=C(NN1C(=O)C2C3CCC(O3)C2C1=O)c1ccco1 (stereo not drawn)	-1	-3	-2	-2	i	-2.1	3	3	-1.3	0.8
O=C(CSC(=S)N1CCOCC1)Nc1nccs1	3	-4	-2	-3	i	0.8	-2	-4	-1.7	0.2
O=C(COC(=O)C1COc2ccccc2O1)NC(=O)NC1CCCC1 (stereo not drawn)	0	0	0	-3	i	-1.0	-5	-10	0.1	0.2
Cc1cc(/C=C2\SC(=S)NC2=O)c(C)[nH]1	48	93	30	-3	+	5.5	3	19	-0.5	0.1
Cc1ccccc1OCC(=O)N(CC(C)C)c1c(N)n(CC(C)C)c(=O)[nH]c1=O	1	-1	-1	-6	i	-0.1	-4	-10	-0.2	-1.4
Cc1cccc(N=C2NN=C(c3ccccc3F)CS2)c1C	-9	-2	0	1	i	3.8	6	-3	1.3	1.3
COc1cc([N+](=O)[O-])ccc1NC(=O)NNC(=O)c1sccc1C	-1	-2	-32	2	i	-0.2	0	-5	0.2	1.8
CCOc1ccccc1CNC(=O)c1cc2oc3ccccc3c2n1CC	-7	3	2	1	i	6.5	-9	-13	0.2	0.3
O=C(N/N=C/c1ccc(OCC2COCCO2)cc1)c1ccc(Br)cc1 (stereo not drawn)	-3	-4	-5	2	i	0.0	8	3	-0.2	2.5
CC(C)(C)C(=O)Nc1nc2c(c(=O)[nH]1)CCCC2	3	-17	4	0	i	0.6	3	6	-1.6	2.2
CCN(CC)CCN1C(=O)C2C(C(=O)Nc3cccc(SC)c3)C3C=CC2(O3)C1C(=O)NC1CCCC(C)C1C (stereo not drawn)	1	0	-2	-4	i	0.0	-4	1	-0.4	-0.4
O=C(NCCCn1ccnc1)C1CCCN(S(=O)(=O)c2ccc(F)cc2)C1 (stereo not drawn)	3	-1	-2	-1	i	-0.9	-2	-2	0.3	1.4
COc1ccc(Br)cc1CNC(=O)CCC(=O)N1CCSc2ccccc21	2	-2	2	4	i	-0.5	-9	-19	1.1	0.2
CCOc1ccc(N(CC(=O)Nc2ccc(C)c(Cl)c2)S(C)(=O)=O)cc1	0	-3	-5	-1	i	0.0	-2	1	0.0	-0.7
OC[C@@H]1[C@@H](c2ccc(F)cc2)C(c2ccccc2)=NN1c1ccccc1	-15	0	0	-1	i	2.9	3	-9	-0.7	0.1
O=C(COC(=O)C1CCCN1C(=O)C12CC3CC(CC(C3)C1)C2)c1ccc(Br)cc1 (stereo not drawn)	8	3	-3	1	i	1.0	1	-3	-0.6	-1.2
CSc1cccc(CN2CCCC(CNC(=O)c3ccc(F)cc3)C2)c1 (stereo not drawn)	-1	-10	-3	2	i	-0.5	1	-3	-0.6	-0.6
CC1(C(=O)Nc2cnc3ccccc3c2)CCN1C(=O)CC(c1ccccc1)c1ccccc1 (stereo not drawn)	-3	-1	-3	1	i	0.6	1	.	-0.4	0.0
COc1cc(C2C=C(C34CC5CC(CC(C5)C3)C4)NC(=S)N2)cc(OC)c1OC (stereo not drawn)	-6	-1	1	2	i	-2.1	11	7	-0.9	-0.2
CC1(C)NC(=O)N(CC(O)COc2ccccc2-c2ccccc2)C1=O (stereo not drawn)	-1	0	2	0	i	1.4	-7	-10	0.1	-1.9
CCOC(=O)CNC(=O)CSc1nnc(COc2ccc(Cl)cc2)n1CC	1	11	2	-3	i	-0.6	-4	-10	-0.4	0.8
COc1cccc(C(Nc2ccccn2)c2oc(CO)cc(=O)c2O)c1 (stereo not drawn)	11	-6	-2	2	i	1.5	-8	-13	-0.6	0.1
Cc1ccccc1NC(=S)N1CCOCC1	2	5	-3	0	i	-1.1	2	-1	-1.6	-1.4
O=C(O)CSc1ncnc2c1sc1nc(-c3ccccc3)c3c(c12)CCC3	-1	6	31	48*	i	2.0	8	78*	1.8	1.1
O=C(Nc1cc(C(F)(F)F)ccc1N1CCCCC1)c1ccco1	0	4	-1	3	i	-0.3	5	-1	-0.6	-1.0
O=C(c1ccc(Cl)c(NC2=NC3CS(=O)(=O)CC3S2)c1)N1CCN(c2ccc(F)cc2)CC1 (stereo not drawn)	-2	-1	0	0	i	-1.9	-2	-9	-0.6	-1.3
CCC(C)n1c(=S)[nH]c2c(sc3ccc([N+](=O)[O-])cc32)c1=O (stereo not drawn)	0	-8	-11	5	i	1.3	1	-5	-0.5	0.9
Cc1ccc(NC(=O)Cc2n[nH]c(=S)n2C)cc1	8	7	1	-1	i	-2.9	-4	-7	-0.3	0.1
O=C(NC1CCCN(c2ccc(C(F)(F)F)cn2)C1)c1ccncc1 (stereo not drawn)	0	-1	0	-1	i	-0.6	-5	-3	-0.3	-0.6
Cn1c(COc2ccccc2)nnc1SCC(=O)NC1CCCC1	0	-5	5	0	i	0.9	0	-4	-0.3	0.7

An excerpt from further up, for reference:
SMILES	DNMT1 inh	CSN deneddyl inh	SUMO1-SIM PPI	STEP inh	Rpn11 block	LMPTP block	NadD block	Scp-1 inhibitor	Tb MetRS inh	MsrA inh
COc1ccc(Br)cc1CNC(=O)CCC(=O)N1CCSc2ccccc21	2	-2	2	4	i	-0.5	-9	-19	1.1	0.2
CCOc1ccc(N(CC(=O)Nc2ccc(C)c(Cl)c2)S(C)(=O)=O)cc1	0	-3	-5	-1	i	0.0	-2	1	0.0	-0.7
OC[C@@H]1[C@@H](c2ccc(F)cc2)C(c2ccccc2)=NN1c1ccccc1	-15	0	0	-1	i	2.9	3	-9	-0.7	0.1

Screening data (PubChem)
